Source: PubChem (several laboratories)
Runt-CBFb FRET = Runt domain-CBFb interaction inhibition; inhibition, % at 20 µM; Cerulean-Runt/Venus-CBFb FRET ratio 530/480, 1 h; actives 0.46% (n = 220,000); AID 1496;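 active = inhibition over about 50% at 20 µM in the single-dose screen, limit read from the data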;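 also: 0% = DMSO wells and 100% = excess unlabeled CBFb competitor control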
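Measured by: fluorescence energy transfer, 422 nm excitation, 530/480 nm emission; test system: Cerulean-tagged RUNX1 Runt domain (FRET donor) fusion protein; buffer or medium: Tris pH 7.5 buffer with BSA; compound: one dose, 20 µM compound, 1% DMSO; times: two 1 h room-temperature incubations shielded from light; benchmarks: unlabeled CBFb 5 µM, positive control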
Runt-SMMHC FRET = Runt domain-CBFb-SMMHC interaction inhibition; Q01196+Q13951; Cerulean-Runt/Venus-CBFb-SMMHC FRET ratio 530/480, 1 h; inhibition, % at 20 µM; actives 0.74% (n = 220,000); AID 1434;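 active = mean inhibition across duplicate retests at 20 µM reaching about 50%, limit read from the data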;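 also: 0% = DMSO wells and 100% = wells with excess untagged CBFb-SMMHC; inhibitors lower the FRET ratio by blocking Runt binding to CBFb-SMMHC; some results filed as inactive read as strong as hits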
p47phox inh = blocks human p47phox regulatory protein of NADPH oxidases. p47phox/p22phox peptide binding, fluorescence polarization, 2 h. inhibition, % at 24.7 µM. actives 0.53% (n = 220,000);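 active = inhibition above about 30%, limit read from the data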;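 also: 0% = p47phox with labelled peptide and 100% = labelled peptide alone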
Target sequence (P14598 whole entry, looked up): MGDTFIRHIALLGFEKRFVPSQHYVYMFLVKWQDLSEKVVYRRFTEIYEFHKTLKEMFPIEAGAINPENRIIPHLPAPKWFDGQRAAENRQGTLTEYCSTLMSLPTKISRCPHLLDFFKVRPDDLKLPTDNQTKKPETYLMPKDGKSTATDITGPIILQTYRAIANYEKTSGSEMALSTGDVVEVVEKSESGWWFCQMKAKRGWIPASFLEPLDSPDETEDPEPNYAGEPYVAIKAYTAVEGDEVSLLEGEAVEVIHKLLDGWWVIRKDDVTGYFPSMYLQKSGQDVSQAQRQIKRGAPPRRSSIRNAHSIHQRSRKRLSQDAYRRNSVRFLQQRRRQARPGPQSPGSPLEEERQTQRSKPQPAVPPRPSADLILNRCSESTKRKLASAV
TbHK1 inh = blocks Trypanosoma brucei hexokinase 1 activity; AID 1430; actives 0.11% (n = 220,000); recombinant TbHK1, G6PDH-coupled NADH A340; inhibition, % at 10 µM;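 active = inhibition of 50% or more in the single-dose primary screen; inactive = inhibition below 50%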
RBBP9 inhibitor = blocks human serine hydrolase RBBP9; O75884; recombinant RBBP9, FP-Rh probe fluorescence polarization; inhibition, % at 7.94 µM; actives 0.2% (n = 220,000);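 active = inhibition above the campaign mean of all tested compounds plus 3 SD, cut at about 14% in these data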;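 also: plate controls were DMSO wells with RBBP9 for no effect and wells lacking RBBP9 protein for full effect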
Target sequence (O75884 whole entry, looked up): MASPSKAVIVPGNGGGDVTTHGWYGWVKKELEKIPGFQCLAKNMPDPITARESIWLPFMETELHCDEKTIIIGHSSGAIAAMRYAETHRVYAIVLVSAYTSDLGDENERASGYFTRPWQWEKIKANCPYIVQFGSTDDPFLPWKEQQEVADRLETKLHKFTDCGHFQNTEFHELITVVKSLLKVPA
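System: RBBP9 protein | Quantity: 2.5 µM RBBP9 dispensing solution, before mixing | Reagent: FP-Rh probe, 375 nM dispensing solution | Timing: Enzyme-compound preincubation 30 min, then probe labeling 45 min, 25 °C | Measured by: Fluorescence polarization | Read-out: % inhibition | Replication: One well per compound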
m-calpain inh = blocks pig calpain II enzyme activity; purified calpain II, fluorogenic peptide substrate, 30 min; inhibition, % at 16 µM; actives 0.37% (n = 220,000); AID 1236;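 active = inhibition above about 50%, limit read from the data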
Furin inhibitor = blocks human furin protease activity; purified furin, fluorogenic substrate cleavage; inhibition, % at 30 µM; actives 0.061% (n = 220,000); AID 463115; in the data active = inhibition above about 25%; also: inactives centre near -15
p97 ATPase inh = blocks human p97 ATPase activity | AID 1481 | P55072 | recombinant p97 ATPase, Kinase-Glo ATP luminescence, 3 h | actives 0.42% (n = 220,000) | inhibition, % at 8 µM; in the data active = inhibition above about 15%;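 also: 0% = DMSO vehicle and 100% = wells lacking enzyme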
EBV gp42 inh = inhibitors of Epstein-Barr virus glycoprotein 42; Q1HVG2; Fluorescence polarization binding assay, mP read-out; inhibition, % (tested at 21.74 µM); actives 0.42% (n = 220,000); in the data active = inhibition above about 50%
Target sequence (Q1HVG2 whole entry, looked up): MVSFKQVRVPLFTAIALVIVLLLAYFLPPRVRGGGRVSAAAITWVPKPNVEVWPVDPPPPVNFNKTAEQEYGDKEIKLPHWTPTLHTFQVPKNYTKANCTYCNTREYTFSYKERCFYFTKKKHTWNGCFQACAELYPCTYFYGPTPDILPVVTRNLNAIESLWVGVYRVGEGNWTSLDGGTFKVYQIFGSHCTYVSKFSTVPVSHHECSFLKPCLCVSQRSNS
* marks the source's active call; other numbers are inactive results; i = inactive; . = not tested or not shown; [ ] = remark or other dose. Random draw from the library, and some 2.7% of all compounds hit somewhere here.

Runt-CBFb FRET	Runt-SMMHC FRET	p47phox inh	TbHK1 inh	RBBP9 inhibitor	m-calpain inh	Furin inhibitor	p97 ATPase inh	EBV gp42 inh	structure
9	4	-4	-1	-8	8	0	-2	2	CCCSC1=C(C#N)C(c2cccs2)CC(=O)N1 (stereo not drawn)
-2	2	-2	-9	-7	-22	-25	1	-16	Cc1ccccc1OC1=NS(=O)(=O)c2ccccc21
1	1	-4	-2	1	-10	-22	3	-9	COc1ccccc1N1CCN(CC(=O)c2c(N)n(C)c(=O)n(C)c2=O)CC1
1	4	-3	-7	-2	23	-11	1	-13	COc1ccc(CC(=O)NNC(=O)c2cnccn2)cc1
-1	-3	-5	-8	-9	-7	-10[20 µM]	-1	-9	CN1CCN(c2ccccc2NC(=O)c2cc3ccccc3o2)CC1
-1	0	-5	2	-9	21	-17	-1	-11	CN(CC(O)Cn1cnc2c1c(=O)n(C)c(=O)n2C)c1ccccc1 (stereo not drawn)
-1	-3	-4	-17	-4	-17	-10	2	-7	COc1ccc(NC(=O)N(Cc2cc3ccc(OC)cc3[nH]c2=O)CC2CCCO2)cc1 (stereo not drawn)
-1	2	-4	1	-5	25	-4	-1	2	COc1ccc(CN(C)CC(=O)NC(=O)NCc2ccccc2)c(OC)c1
-1	1	-1	7	1	5	-18	1	-2	Cc1cccc(OCCC(=O)Nc2ccc(F)c(F)c2)c1
2	4	2	-19	-7	-6	-16	-2	2	CCCCc1ccc(NC(=O)C(=O)NCCN2CCN(Cc3ccc([N+](=O)[O-])cc3)CC2)cc1
0	-4	-10	-1	-7	-12	-15	7	-14	COc1ccccc1NC(=S)NCc1ccc2c(c1)cc(C)n2C
0	-1	-7	-22	-4	14	0	7	-8	Cc1cc(C(=O)N/N=C(\CCC(=O)O)c2cccs2)c2ccccc2n1
-1	11	6	-19	6	i	-38	1	10	COC1C=CC(CNC(=O)c2cc3c(=O)n4cccc(C)c4nc3n2C)(OC)O1 (stereo not drawn)
1	-2	3	4	-5	21	-18[20 µM]	2	-8	COc1ccc(C(=O)Nc2ccc(S(=O)(=O)Nc3nccnc3OC)cc2)cc1OC
-1	-1	-2	-2	-5	6	-28	1	-8	S=C1SCN(Cc2cccnc2)CN1Cc1ccccc1
1	-4	-13	-13	14	8	-7	4	-11	CN(C(=O)CSc1nc(O)cc(=O)n1C1CCCC1)c1ccccc1
3	3	-16	-8	-9	-16	-22	3	-14	Cc1cc(=O)n2c(n1)NC(Nc1cccc(C)c1C)=NC2c1ccc(F)cc1 (stereo not drawn)
71*	.	5	5	18*	-1	-28	5	-23	Oc1ccc(O)c(-c2cnns2)c1
3	0	-8	-19	.	-11	-18	.	-21	COc1cc(C(CCN2CCCCC2)c2c(OC)cc(OC)c3c(C)cc(=O)oc23)cc(OC)c1OC (stereo not drawn)
-2	-1	0	1	-10	8	-6[20 µM]	-5	-9	Cc1csc(NC(=O)c2cccc(C)c2C)n1
1	0	-1	-2	-6	-1	-21[20 µM]	-1	-15	C/C=C/c1ccc(Oc2nnnn2-c2ccc(C(=O)O)cc2)c(OC)c1
-1	0	-7	-1	2	5	-20	-3	1	Cc1ccc(-n2cnc3ncnc(-c4ccccc4)c32)cc1
-2	0	7	-7	-11	10	-15	-2	-11	COc1ccc(C2CC(c3ccc(Cl)cc3Cl)Nc3nc(N)nn32)cc1OC (stereo not drawn)
0	1	-3	0	-6	-3	-28	-7	-3	CCCC(=O)N=c1sc2cccc(F)c2n1C
-1	2	0	0	6	-6	-15[20 µM]	0	-2	Cc1cc(NC(=O)COc2ncnc3sc(C)c(C)c23)no1
-4	12	-4	6	0	-22	-17[20 µM]	8	-20	CCCc1nnc(SCC(=O)N2CCOCC2)n1C
2	0	-9	-4	-4	13	-18	1	-6	Cc1cc(Br)ccc1SCC(=O)OCC(=O)NC(C)c1ccccc1 (stereo not drawn)
-1	3	-3	-2	-7	3	-19	-3	-2	CC(=O)Nc1scc(-c2ccccc2)[n+]1-c1ccc(C)cc1
0	3	1	5	-7	-5	-49[20 µM]	-4	-19	CC1CCC(C(=O)NC(C(=O)NCCN2CCC(C)CC2)C(C)C)CC1 (stereo not drawn)
-1	2	-5	-9	-9	-4	-11	0	-10	COc1ccc(-n2ncc(N(C)n3cccc3)c(Cl)c2=O)cc1
8	7	-6	8	-6	-4	-13[20 µM]	0	1	S=c1[nH]nc(CSCc2ccc(Cl)cc2Cl)n1-c1ccccc1
1	0	-8	3	-5	-7	-26[20 µM]	3	-17	COc1ccccc1OCc1ccc(C(=O)Nc2ccncc2)o1
-2	2	-8	22	-8	-74	-28	-1	-19	Cc1ccc(S(=O)(=O)c2nnn3c2nc(N2CCCCC2)c2ccccc23)cc1
-1	3	0	3	-7	24	-34	6	-13	O=C(CCCCCN1C(=O)c2ccccc2C1=O)NCc1ccccn1
2	5	-3	-9	-4	-12	0[20 µM]	-2	-13	CCn1c(COc2ccc(C(C)C)cc2)nnc1SCC(=O)Nc1nccs1
-3	2	-12	-7	-3	13	-18	-3	-6	CCn1c(SCC(N)=O)nnc1-c1cc2c(C)nn(-c3ccccc3)c2s1
1	-4	-5	3	-8	15	-15[20 µM]	7	-10	Cc1cc(C(=O)NCc2cccs2)cs1
0	2	-11	-6	-6	1	-23	5	-9	CCN(C(=O)COC(=O)c1nn(-c2ccccc2)c(=O)c2ccccc12)C1CCS(=O)(=O)C1 (stereo not drawn)
-2	2	-1	1	-8	-13	-13	0	-4	O=C(CSc1cccc[n+]1[O-])Nc1cccc(S(=O)(=O)NC2=NCCCCC2)c1
-1	2	-2	1	3	-27	-17	-2	5	COc1ccc(Cc2noc(-c3ccc(OC)c(OC)c3)n2)cc1OC
1	4	-1	-12	-7	-35	-22	3	7	O=C(c1cc(COc2ccc3ncccc3c2)on1)N1CCCC(O)C1 (stereo not drawn)
1	6	-3	1	-7	7	-28[20 µM]	-1	-1	O=C(CC(c1ccccc1)c1ccccc1)NCc1cccnc1
0	0	-10	-2	-3	7	-11[20 µM]	-1	-9	O=C(NC1=NCCS1)c1ccc(Cl)c(S(=O)(=O)N2CCCCC2)c1
0	-8	-6	-6	4	-9	-20[20 µM]	-1	-24	O=C(CN1CCN(c2ccc(F)cc2)CC1)Nc1cccc(C(F)(F)F)c1
0	0	1	-3	4	-6	-35	4	-17	CCn1nnnc1-c1ccc(OC)c(S(=O)(=O)Nc2ccc(S(N)(=O)=O)cc2)c1
0	-1	-8	4	5	-60	-10[20 µM]	1	-16	Cc1ccnc(NS(=O)(=O)c2ccc(Oc3ccccc3)cc2)c1
2	0	3	-2	0	-1	-18	6	-13	O=C(COc1ccccc1)NCCc1cn2ccsc2n1
45	11	2	0	-3	0	-25	4	-25	O=C(Nc1nnc(COc2ccc(Cl)cc2)s1)c1ccco1
1	6	-10	6	-8	-6	-9	4	7	COc1ccccc1CNC(=O)C(Cc1c[nH]c2ccccc12)NC(=O)OCc1ccccc1 (stereo not drawn)
1	2	-7	18	-9	-11	-12	2	-9	Cn1cc(/C=N\NC(=O)C2COc3ccccc3O2)c2ccccc21 (stereo not drawn)
10	3	8	0	-5	8	-10	-1	-4	Cn1c(NCCCN2CCOCC2)nc2c1c(=O)n(Cc1ccc(Cl)cc1)c(=O)n2C
.	.	1	1	3	-19	-22	0	-7	O=C(NCC1CCCN(Cc2cccc(C(F)(F)F)c2)C1)c1ccc(F)cc1 (stereo not drawn)
0	2	-20	-15	-6	-31	-25	5	-15	COc1ccc(NC(=O)COC(=O)/C=C/c2cnc3ccccc3n2)cc1
3	-1	-41	-13	0	-417	-20	2	-47	CS(=O)(=O)Nc1ccc(C2=NN(C(=O)C3CCCCC3)C(c3cccs3)C2)cc1 (stereo not drawn)
-1	-2	-19	13	-14	15	-11	-1	-8	O=C(Nc1cccc(Br)c1)c1cc2ccccc2o1
-1	7	-4	-2	-1	-23	-3[20 µM]	-5	-12	O=C(Nc1cccc(C(F)(F)F)c1)c1cccnc1N1CCN(CCO)CC1
0	2	-10	3	-5	-6	-19	-2	-6	CC(=NCCc1ccccc1)C1=C(O)COC1=O
0	-3	-19	-7	-3	21	-23	1	4	Cc1cc(N/N=C2/CCCc3ccccc32)nc2ccccc12
1	5	-16	8	2	-6	-14[20 µM]	-2	-3	COc1c(S(=O)(=O)N2CCN(c3ccc(F)cc3)CC2)ccc(Cl)c1Cl

Copied from above, 17 compounds:
Runt-CBFb FRET	Runt-SMMHC FRET	p47phox inh	TbHK1 inh	RBBP9 inhibitor	m-calpain inh	Furin inhibitor	p97 ATPase inh	EBV gp42 inh	structure
0	0	-10	-2	-3	7	-11[20 µM]	-1	-9	O=C(NC1=NCCS1)c1ccc(Cl)c(S(=O)(=O)N2CCCCC2)c1
0	-8	-6	-6	4	-9	-20[20 µM]	-1	-24	O=C(CN1CCN(c2ccc(F)cc2)CC1)Nc1cccc(C(F)(F)F)c1
0	0	1	-3	4	-6	-35	4	-17	CCn1nnnc1-c1ccc(OC)c(S(=O)(=O)Nc2ccc(S(N)(=O)=O)cc2)c1
0	-1	-8	4	5	-60	-10[20 µM]	1	-16	Cc1ccnc(NS(=O)(=O)c2ccc(Oc3ccccc3)cc2)c1
2	0	3	-2	0	-1	-18	6	-13	O=C(COc1ccccc1)NCCc1cn2ccsc2n1
45	11	2	0	-3	0	-25	4	-25	O=C(Nc1nnc(COc2ccc(Cl)cc2)s1)c1ccco1
1	6	-10	6	-8	-6	-9	4	7	COc1ccccc1CNC(=O)C(Cc1c[nH]c2ccccc12)NC(=O)OCc1ccccc1 (stereo not drawn)
1	2	-7	18	-9	-11	-12	2	-9	Cn1cc(/C=N\NC(=O)C2COc3ccccc3O2)c2ccccc21 (stereo not drawn)
10	3	8	0	-5	8	-10	-1	-4	Cn1c(NCCCN2CCOCC2)nc2c1c(=O)n(Cc1ccc(Cl)cc1)c(=O)n2C
.	.	1	1	3	-19	-22	0	-7	O=C(NCC1CCCN(Cc2cccc(C(F)(F)F)c2)C1)c1ccc(F)cc1 (stereo not drawn)
0	2	-20	-15	-6	-31	-25	5	-15	COc1ccc(NC(=O)COC(=O)/C=C/c2cnc3ccccc3n2)cc1
3	-1	-41	-13	0	-417	-20	2	-47	CS(=O)(=O)Nc1ccc(C2=NN(C(=O)C3CCCCC3)C(c3cccs3)C2)cc1 (stereo not drawn)
-1	-2	-19	13	-14	15	-11	-1	-8	O=C(Nc1cccc(Br)c1)c1cc2ccccc2o1
-1	7	-4	-2	-1	-23	-3[20 µM]	-5	-12	O=C(Nc1cccc(C(F)(F)F)c1)c1cccnc1N1CCN(CCO)CC1
0	2	-10	3	-5	-6	-19	-2	-6	CC(=NCCc1ccccc1)C1=C(O)COC1=O
0	-3	-19	-7	-3	21	-23	1	4	Cc1cc(N/N=C2/CCCc3ccccc32)nc2ccccc12
1	5	-16	8	2	-6	-14[20 µM]	-2	-3	COc1c(S(=O)(=O)N2CCN(c3ccc(F)cc3)CC2)ccc(Cl)c1Cl
